High-throughput results from PubChem.
H9c2 TAG inh = inhibitors of triacylglycerol accumulation, primary screen, cell-based, uHTS, fluorescence, H9c2; AID 651582, 2012; 230,000 compounds, 0.66% hits; H9c2 cells, Nile Red lipid (TAG) fluorescence; cells loaded with 200 µM oleic acid; inhibition, % at 12.5 µM;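 active means pattern-corrected inhibition of lipid staining of at least 50% with the nuclear-stain viability signal not falling by more than 50%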;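 further: 0% = DMSO wells and 100% = triacsin C control wells; some results filed as inactive read as strong as hits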
H9c2 TAG inh DAPI viability = further read-out of H9c2 TAG inh, marked with its call; DAPI nuclei signal change (viability), lower = more cytotoxic, %;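 whole-well DAPI fluorescence read on a plate reader as a viability signal; minus 50 percent equals half of cells still viable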
* marks the source's active call; other numbers are inactive results.

compound	H9c2 TAG inh	H9c2 TAG inh DAPI viability
CC(C)(Oc1ccc(Cl)cc1)C(=O)Nc1ccc2oc(-c3ccncc3)nc2c1	57*	8.9*
CCCN1C(=O)C(O)(CC(=O)c2cccc(OC)c2)c2ccccc21 (stereo not given)	23	-22
O=C(O)c1cccc(-n2c(-c3cnccn3)n[nH]c2=S)c1	-10	9
COc1ccc(NC(=O)CN(C)CC(=O)N2CC(=O)Nc3ccccc32)cc1	23	-8
N#Cc1ccccc1COc1ccc(/C=C/C(=O)O)cc1	3	3
Cc1cc(Cl)cc(C)c1OCC(=O)N1CCN(c2ncccn2)CC1	13	-8
CN(CCOC(=O)c1ccc2c(c1)OCO2)C(C)(C)C	9	-1
O=C(NCCCn1ccnc1)C1CCN(S(=O)(=O)c2cc([N+](=O)[O-])ccc2Cl)CC1	-3	9
C=CCn1c(SC(C)C(=O)c2c(N)n(C)c(=O)n(C)c2=O)nnc1-c1ccoc1C (stereo not given)	-10	3
Oc1ccccc1-c1cnc2cccnn12	11	-11
N=c1ncn(C2OC(CO)C(O)C2O)c2nc(Br)[nH]c12 (stereo not given)	1	-4
Cc1cccc(-n2nnnc2SC(C)C(=O)NCCC2=CCCCC2)c1 (stereo not given)	-1	-1
CCOC(=O)C1=C(C)NC(=O)NC1c1ccc(OCC(N)=O)cc1 (stereo not given)	-9	-3
CCNC(=O)COC(=O)c1sccc1C	-3	1
CN(Cc1ccccc1)C(=O)CN1C(=O)NC2(CCCCCCC2)C1=O	-43	10
O=C(c1nc2ccccn2c1CNCCCn1ncc2ccccc21)N1CCCC1	-3	3
COc1cccc(C=Nc2cccc3c(=O)[nH][nH]c(=O)c23)c1O	4	-1
Fc1cccc(NC(=S)NCc2cccnc2)c1	1	-3
CC(C)CN1C(=O)C(=O)N(CC(=O)N2CCN(c3ccccc3)CC2)C1=O	6	0
C=CCOc1ccc(/C=C/C(=O)OCC(=O)NC2CCCCCC2)cc1	-4	-3

Six entries drawn at random from those above:
compound	H9c2 TAG inh	H9c2 TAG inh DAPI viability
COc1ccc(NC(=O)CN(C)CC(=O)N2CC(=O)Nc3ccccc32)cc1	23	-8
Fc1cccc(NC(=S)NCc2cccnc2)c1	1	-3
Cc1cc(Cl)cc(C)c1OCC(=O)N1CCN(c2ncccn2)CC1	13	-8
C=CCOc1ccc(/C=C/C(=O)OCC(=O)NC2CCCCCC2)cc1	-4	-3
CC(C)(Oc1ccc(Cl)cc1)C(=O)Nc1ccc2oc(-c3ccncc3)nc2c1	57*	8.9*
C=CCn1c(SC(C)C(=O)c2c(N)n(C)c(=O)n(C)c2=O)nnc1-c1ccoc1C (stereo not given)	-10	3

Quoted from the listing:
Value for `CN(Cc1ccccc1)C(=O)CN1C(=O)NC2(CCCCCCC2)C1=O` under H9c2 TAG inh DAPI viability: 10
Value for `Oc1ccccc1-c1cnc2cccnn12` under H9c2 TAG inh: 11
Value for `Cc1cc(Cl)cc(C)c1OCC(=O)N1CCN(c2ncccn2)CC1` under H9c2 TAG inh DAPI viability: -8
Value for `COc1ccc(NC(=O)CN(C)CC(=O)N2CC(=O)Nc3ccccc32)cc1` under H9c2 TAG inh DAPI viability: -8

More compounds
compound	H9c2 TAG inh	H9c2 TAG inh DAPI viability
O=C(Nc1ccncc1)c1cc(S(=O)(=O)N2CCCCC2)ccc1Cl	-1	-5
O=C(NCCCN1CCCC1=O)c1ccc(OCc2ccccc2)cc1	3	7
CC(C)C1=Nc2cccc3cccc(c23)N1	-14	-3
CN(C)C=Nc1c(Br)cc(Br)c2nonc12	-57	-7
Cc1cccc(-n2ncc3c2CCCC3NC(=O)CCN2CCCO2)c1C (stereo not given)	-16	-5
CCn1nc(C)c(/C=N/NC(=O)c2nc3nc(C)cc(C)n3n2)c1C	5	-9
Cc1cccc(NC(=O)NC2CC(=O)N(c3ccc4c(c3)OCCO4)C2)n1 (stereo not given)	-1	-3
COC(CNC(=O)CNC(=S)N(Cc1ccccc1)Cc1cccnc1)OC	-10	-3
CCOc1ccc(-n2ccnc2)nn1	2	-13
O=[N+]([O-])c1ccc(NC2CCN(Cc3ccccc3)CC2)c([N+](=O)[O-])c1	0	6
COc1cccc(CNC(=O)CSc2nc3c(oc4ccccc43)c(=O)n2CC2CCCO2)c1 (stereo not given)	16	-2
CNC(=S)NNC(=O)c1ccc(N(C)C)cc1	4	-1
Cc1ccc(-c2cc(C(=O)N/N=C/c3cccnc3)n[nH]2)o1	-8	16
C=CCN(CC=C)CCOc1ccc(OC(C)C)cc1	-21	4
Cc1ccc(N2CCN(S(=O)(=O)N(C)C)CC2)cc1Cl	-10	12
CCCc1ccc(OCC(=O)NNC(=O)c2cccnc2)cc1	15	-5
CC(=C/c1ccccc1)/C=N/NC(=O)c1cccs1	7	-3
O=C(O)C1C2C=CC(O2)C1C(=O)NCc1ccc2c(c1)OCO2 (stereo not given)	20	-7
Cc1ccc(C)c(C2=NNC(=NCc3ccccc3)SC2)c1	5	9
CCCC(C)NC(=O)COC(=O)c1ccccc1SCC(=O)NC(C)CCC (stereo not given)	-3	-8

Three structures from above, ordered by molecular weight, lowest first:
compound	H9c2 TAG inh	H9c2 TAG inh DAPI viability
C=CCN(CC=C)CCOc1ccc(OC(C)C)cc1	-21	4
Cc1ccc(N2CCN(S(=O)(=O)N(C)C)CC2)cc1Cl	-10	12
CCCN1C(=O)C(O)(CC(=O)c2cccc(OC)c2)c2ccccc21 (stereo not given)	23	-22

(continued)
compound	H9c2 TAG inh	H9c2 TAG inh DAPI viability
CCn1c2ccccc2c2cc(/C=N/NC(=O)c3cccc(C)c3)ccc21	45	2
O=[N+]([O-])c1cc(C(F)(F)F)cc([N+](=O)[O-])c1NCCNC(=S)Nc1ccc(Cl)c(Cl)c1	-5	-4
COC(=O)[C@H](c1ccccc1Cl)N1CCc2sccc2C1	2	7
COc1ccc(S(N)(=O)=O)cc1C(=O)NNC(=O)c1cccc(S(=O)(=O)N2CCOCC2)c1	10	4
CCOC(=O)c1c2ccccc2[n+]([O-])n1CCO	12	-5
CC1=CC(=O)[C@@H](O)[C@@H](c2ccccc2Br)N1C	5	-8
CC1(C)Cc2c(cnn2-c2ccccc2)C(NC(=O)C2(C(N)=O)CC2)C1 (stereo not given)	-22	4
O=C(CNc1cccc([N+](=O)[O-])c1)N/N=C/c1ccc(F)cc1	15	-16
COc1ccc2c(c1OC)C(=O)OC2CC(=O)c1ccc(O)cc1 (stereo not given)	16	7
CCn1c(SCC(=O)N/N=C(/C)c2ccncc2)nc2ccccc21	-4	11
O=C(CCNC(=O)c1ccccc1Cl)NN=Cc1ccccc1[N+](=O)[O-]	-44	5
CCOC(=O)N1CCN(Cc2nc3c(c(=O)n(C)c(=O)n3C)n2Cc2ccccc2)CC1	-4	7
CCOC(=O)Cn1cnc2c(nnn2-c2ccc(F)cc2)c1=O	9	-1
NC(=O)Nc1ccc(C(=O)OCC(=O)Nc2sccc2C(N)=O)cc1	11	-3
CC(=O)c1cc2c(cc1NS(=O)(=O)c1ccc(F)cc1)OCO2	2	18
COc1ccc(C2=NOC(C(=O)Nc3cc(C)nn3-c3ccccc3)C2)cc1OC (stereo not given)	-2	-2
COc1ccc(C(C)NC(=O)c2ccncc2)cc1OC (stereo not given)	7	6
N#Cc1ccc(CSc2nnc(Cc3cccs3)n2Cc2ccco2)cc1	-1	-1
CN(C)C(=O)c1ccc(NC(=O)COC(=O)CCN=C2NS(=O)(=O)c3ccccc32)cc1	15	-6
c1ccc(CNc2ncn[nH]2)cc1	0	15
O=C(NCCS(=O)(=O)c1ccc(Br)cc1)c1ccccc1	-1	2
CCN(CC)C(=O)C(c1ccccc1)S(=O)(=O)N1CCOCC1 (stereo not given)	7	-3
NC(=O)c1nn(-c2ccc(Oc3ccccc3)cc2)c(=O)cc1O	15	-16
CC(=O)N(CCO)Cc1cc2cc(C)cc(C)c2[nH]c1=O	2	-2
N#CCCn1nc(-c2ccccc2)c2ccccc2c1=O	2	-3
CCCNc1sc(S(=O)(=O)CCC)nc1S(=O)(=O)c1ccc(C)cc1	-13	7
CC(Nc1ccc(F)cc1F)C(=O)NC(=O)NC1CCCCC1 (stereo not given)	3	1
CCn1cc(C(=O)NCCCOC)c2cc(OC)c(OC)cc2c1=O	4	6
O=C(CN1C(=O)c2ccccc2S1(=O)=O)NC(Nc1ccccc1F)C(Cl)(Cl)Cl (stereo not given)	2	5
O=C(O)CC12CC3CC(C1)CC(n1ncc(NCc4ccccc4Cl)c(Cl)c1=O)(C3)C2	-3	-2
Cc1ccc(S(=O)(=O)NC(=O)c2cccc(N(C)C)c2)cc1	-3	-4
CC(Sc1nc(N)cc(=O)[nH]1)C(=O)N1CCOCC1 (stereo not given)	8	1
CCOC(=O)C1=C(C)N=c2s/c(=C\c3ccc(OC(C)=O)c(OCC)c3)c(=O)n2C1/C=C/c1ccccc1 (stereo not given)	-7	12
CC(C)NC(=O)Nc1ccc2c(c1)C(=O)N([C@H](C)CO)C[C@H](C)[C@@H](CN(C)S(=O)(=O)c1ccccc1)OCCCC[C@@H](C)O2	-5	11
CC(C)C(=O)N1CCC1(C)C(=O)Nc1ccc2[nH]ccc2c1 (stereo not given)	8	-1
O=C(c1ccco1)N1CCN(C(=S)Nc2ccccc2Cl)CC1	-17	10
O=C(NCCc1ccc(Cl)cc1)C1CCN(S(=O)(=O)c2ccc(-n3cnnn3)cc2)CC1	25	-6
CNC(C)C#Cc1ccc2c(=O)c3cc(C)c(C)cc3oc2c1 (stereo not given)	14	1
O=C(CN1C(=O)c2ccccc2C1=O)Nc1ccccc1	2	-3
CC1(C(=O)NS(=O)(=O)Cc2ccccc2)CCN1C(=O)C/C=C/c1ccccc1 (stereo not given)	8	-12
COc1ccc(C(C)=O)cc1CN1C(=O)NC2(CCCC2)C1=O	-10	-7
Cc1cc(NC(=O)COc2cccc(Oc3ccccc3)c2)no1	19	-8
O=C(NCc1ccccc1)NC(=O)c1ccccc1F	10	-6
C[C@H](CO)N1C[C@H](C)[C@H](CN(C)C(=O)c2cc(-c3ccccc3)on2)OCc2cnnn2CCCC1=O	3	-4
CC(=O)c1nc(-c2ccccc2)sc1C	-9	-5
CCOC(=O)N1CCC(N2C(=O)c3ccccc3C2Nc2cc(C)cc(C)c2)CC1 (stereo not given)	9	-8
Clc1ccc(-c2nc(CSc3ccccn3)cs2)cc1	-10	-11
COc1ccccc1CN(C)CC(=O)NC1CCCc2ccccc21 (stereo not given)	9	10
COc1cccc(NC(=O)Nc2ccccc2C(N)=O)c1	-1	0
O=C(CSc1ccccc1)Nc1ccc(Cl)c(S(=O)(=O)N2CCOCC2)c1	5	1
O=C(COC(=O)COc1ccc(Br)cc1)NCC1CCCO1 (stereo not given)	-1	1
COC(=O)c1ccc(CSc2nnc(NC(C)C)s2)o1	-2	-13
O=C(c1cccc(S(=O)(=O)N2CCOCC2)c1)N(Cc1ccc(F)cc1)Cc1ccco1	5	-9
C[C@@H]1CN([C@@H](C)CO)C(=O)c2cc(Br)cnc2O[C@@H]1CN(C)C(=O)CN(C)C	13	3
COc1ccc(-c2[nH]ncc2CN2CCN(C(=O)c3ccco3)CC2)cc1F	-1	-9
Cc1ccccc1C(=O)NC1CCN(Cc2ccccc2)CC1	8	2
CCC1CCCCN1C(=O)CSc1nnc(-c2ccc3c(c2)OCCO3)o1 (stereo not given)	-5	6
CC(=O)OCC1=C(C(=O)O)N2C(=O)C(NC(=O)CC(C)c3ccccc3)C2SC1 (stereo not given)	-15	2
CCN(C(=O)COC(=O)/C=C/c1c(C)nn(-c2ccccc2)c1C)C1CCS(=O)(=O)C1 (stereo not given)	11	-14
CCc1ccc(/C=C\C(=O)N2CCc3ccccc3C2)cc1	1	-8

Continued.
compound	H9c2 TAG inh	H9c2 TAG inh DAPI viability
O=[N+]([O-])c1cccc(COc2cccc(CN3CCOCC3)c2)c1	-11	7
CCOc1ccc(C(=O)CCC(=O)N(CC)CC(=O)NCc2cccs2)cc1	11	-4
COc1ccc(C(=O)COC(=O)c2cc(=O)c3ccccc3o2)cc1	0	1
O=C(CCn1c(=O)[nH]c2ccsc2c1=O)N1CCN(c2cccc(Cl)c2)CC1	2	0
Cn1c(=O)c2cc(NC(=O)NCCc3cccs3)ccc2n1C/C=C/c1ccccc1	-19	8
CNC(=O)c1ccc(-c2ccc(OC)cc2)s1	17	23
COc1cc(OC)cc(-c2cc3cc(F)ccc3cn2)c1	13	3
COc1ccc(CCNC(=O)CSC(=O)c2ccccc2)cc1OC	7	7
CC1CC(C)CN(S(=O)(=O)c2ccc(C(=O)Nc3nnc(-c4cccs4)o3)cc2)C1 (stereo not given)	7	-5
CC(Oc1ccc(Br)cc1)C(=O)N1CCC(C(N)=O)CC1 (stereo not given)	4	-5
CCc1ccccc1NC(=O)CNC(=O)c1ccccc1OCc1c(C)noc1C	3	-1
O=C(/C=C/c1ccccc1Cl)NC1CCS(=O)(=O)C1 (stereo not given)	4	-4
c1ccc(OCCCCn2cnc3ccccc32)cc1	-4	8
Cc1cccc(Nc2nc(-c3ccc(O)c(O)c3)cs2)n1	34	-37
Cc1cc(C(=O)CCC(=O)Nc2ccc(C(N)=O)cc2)c(C)s1	-3	11
c1ccc(CCCNc2ncnc3nc[nH]c23)cc1	-16	5
S=C(NCc1ccccc1)N1CCN(C2CCCCC2)CC1	-8	10
C[C@@H](CN1C2=NC[C@H](Cc3ccccc3)N2C[C@H]1Cc1ccc(O)cc1)NC(=O)CCC1CCCCC1	40	-13
Cc1cc(OCC(=O)OCC(=O)Nc2cccnc2Cl)ccc1Cl	-29	15
Cc1oc(-c2cccs2)nc1CN1CCC(c2ccccc2)CC1	-13	5
O=C(Oc1cccc2c(=O)[nH]ccc12)c1ccccc1	2	-11
COc1ccccc1CNC(=O)COC(=O)/C=C/c1cccs1	-2	-5
COc1cc(-c2noc(C)c2C#CC2(N)CCCCC2)cc(OC)c1OC	-2	5

Not all compounds are listed. The share of hits here may be higher or lower than overall.
